CendR NRP1 mod – NRP-1/CendR interaction modulation. O14786. 360,000 tested, 0.85% active. inhibition, % at 25 µM. FAM-RPARPAR peptide binding to NRP-1, fluorescence polarization. AID 602438;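 active means inhibition or corrected inhibition above about 18%, plus a signal ratio from 0.5 to 1.5, limit read from the data, passing the limit was not always enough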; further: strong numbers were not always called active
MsrA act – bovine methionine sulfoxide reductase A activation. purified bovine MsrA, absorbance read-out. activation, % at 10.6 µM. 360,000 tested, 0.3% active; in the data active means activation above about 7.5%;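 further: 0% = vehicle and 100% = reference activator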
Neddyl block – cullin neddylation inhibition; TR-FRET cullin neddylation, biochemical; calls only at 25 µM; 360,000 tested, 0.58% active; AID 651699; in the data active means inhibition above about 36%
MT1-MMP act inh – blocks activation of human MT1-MMP | P50281 | HT1080 RFP-PRO-GFP cells, GFP/RFP ratio fluorescence, overnight; percent of plate control window, DMSO zero | GFP/RFP ratio change, % at 20 µM | 360,000 tested, 0.061% active | AID 651647;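 active means GFP/RFP ratio change of at least 30% with cell ATP level not reduced by more than half and red fluorescence within 50% of control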; further: strong numbers were not always called active
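Test system: HT1080 cells expressing an RFP-PRO-GFP fluorescent reporter construct / Compound dosing: single-point 20 µM compound, 1% DMSO / Schedule: cells overnight before dosing, compound overnight, 37 °C, 5% CO2 / Evaluation: GFP/RFP fluorescence ratio / Control set: DMSO and RFP-L50D-GFP cell wells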
MLLE-PAM2 inh – inhibitors of microRNA-mediated deadenylation, human PABP1 MLLE binding; GST-MLLE / FITC-PAM2 fluorescence polarization; 360,000 tested, 0.36% active; inhibition, % at 20 µM; P11940; AID 588489; in the data active means inhibition above about 35%, passing the limit was not always enough;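 further: plate controls were DMSO wells with GST-MLLE for no effect and wells lacking GST-MLLE protein for full effect; some results filed as inactive read as strong as hits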
Target sequence (P11940 whole entry, looked up): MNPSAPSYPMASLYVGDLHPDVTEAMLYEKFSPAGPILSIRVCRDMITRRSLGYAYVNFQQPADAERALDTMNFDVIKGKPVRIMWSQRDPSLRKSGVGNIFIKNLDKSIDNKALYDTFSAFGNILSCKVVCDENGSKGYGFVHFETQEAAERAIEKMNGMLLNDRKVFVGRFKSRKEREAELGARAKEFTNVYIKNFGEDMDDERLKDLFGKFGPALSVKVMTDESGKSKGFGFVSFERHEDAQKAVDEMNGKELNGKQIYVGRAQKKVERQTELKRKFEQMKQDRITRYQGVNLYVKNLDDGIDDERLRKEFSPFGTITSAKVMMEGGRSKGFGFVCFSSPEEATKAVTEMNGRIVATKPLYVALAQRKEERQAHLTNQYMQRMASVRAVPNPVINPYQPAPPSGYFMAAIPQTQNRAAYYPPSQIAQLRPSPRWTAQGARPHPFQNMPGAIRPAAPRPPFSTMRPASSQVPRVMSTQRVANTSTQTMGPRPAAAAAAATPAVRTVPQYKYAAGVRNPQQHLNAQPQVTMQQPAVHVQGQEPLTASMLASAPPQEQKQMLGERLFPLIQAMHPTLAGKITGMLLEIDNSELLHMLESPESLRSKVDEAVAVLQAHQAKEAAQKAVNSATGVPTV
E coli Lon inh – inhibits E. coli Lon protease | purified E. coli Lon protease, fluorescence polarization | inhibition, % at 7.94 µM | 360,000 tested, 0.42% active; in the data active means inhibition above about 13%, passing the limit was not always enough;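 further: 0% = enzyme with probe and DMSO and 100% = no enzyme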
Rin1 Abl inh – blocks binding of human Rin1 to Abl; TR-FRET Rin1/Abl binding, biochemical; 360,000 tested, 0.4% active; AID 588664; inhibition, % at 7.35 µM; P00519+Q13671; in the data active means inhibition above about 5%, passing the limit was not always enough
SKN-1 inh – blocks SKN-1 activity in C. elegans; 360,000 tested, 0.49% active; C. elegans VP596 Pgst-4::GFP/RFP ratio, acrylamide-induced, 24 h; inhibition, % at 21.8 µM;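 active means interference check ratio from 0.5 to 1.5 plus GFP to RFP signal ratio inhibition reaching or exceeding a fixed threshold, cut at about 30% in these data, passing the limit was not always enough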; further: some compounds called inactive have numbers as strong as hits
FAS TE block – inhibitors of human fatty acid synthase thioesterase domain; P49327; recombinant FAS-TE, OMFH fluorogenic substrate, fluorescence endpoint; inhibition, % at 15 µM; 360,000 tested, 0.67% active;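 active means compounds whose normalised, plate-corrected inhibition of enzyme fluorescence in the single-dose primary screen is 50% or more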;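 further: 0% = DMSO with enzyme and 100% = substrate without enzyme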
* marks the source's active call; other numbers are inactive results; i = inactive; . = not tested or not shown; & = joins results of further samples.

SMILES | CendR NRP1 mod | MsrA act | Neddyl block | MT1-MMP act inh | MLLE-PAM2 inh | E coli Lon inh | Rin1 Abl inh | SKN-1 inh | FAS TE block
COc1ccc(C2=CCCCCC2)cc1OC | 2.7 | 7.6 | i | 4.6 | -0.7 | -1.0 | -0.1 | 16.3 | 7.2
NC(=O)C1CCN(c2ccc(C(F)(F)F)cc2[N+](=O)[O-])CC1 | 1.9 | -4.2 | i | 7.4 | 1.1 | -3.1 | -5.1 | 14.5 | -4.4
OC(COCC1COc2ccccc2O1)CN1CCN(c2ccccn2)CC1 (centres undefined) | 6.9&7.5 | -2.3&-1.0 | i | 5.2&0.4 | 10.2&1.3 | 4.6&-7.6 | -0.9&2.3 | 26.5&23.7 | -5.2&-10.5
O=C(CN1C(=O)NC2(CCCC2)C1=O)Nc1cc(C(F)(F)F)ccc1N1CCOCC1 | -2.4 | -5.4 | i | -4.4 | -6.2 | -5.6 | 2.0 | -25.1 | -2.4
Cn1c(=O)c2[nH]c(Cc3cccc(O)c3)nc2n(C)c1=O | 0.5 | -1.9 | i | 1.0 | -11.4 | -2.3 | 2.0 | 6.5 | -5.8
O=C(CSc1nnc(-c2ccccc2Cl)o1)N1CCCCC1 | 0.9 | 0.4 | i | 6.4 | -12.2 | -5.8 | -3.0 | 5.6 | 1.0
CCCCN(CCCC)S(=O)(=O)c1ccc(N2CCCC2=O)c([N+](=O)[O-])c1 | 3.6 | -1.8 | i | -0.9 | -2.2 | -13.5 | 4.3 | -16.6 | 19.5
COc1cccc(-c2nnc(SCC3CNC(=O)O3)n2-c2ccc(Cl)cc2)c1 (centres undefined) | -10.7 | -5.7 | i | 0.6 | -124.4 | 4.5 | -0.9 | 6.3 | -5.5
COc1cc(/C=N/O)ccc1OCc1ccc(C(=O)O)cc1 | -4.8 | 1.8 | i | -2.9 | -7.7 | -5.1 | 1.9 | 6.6 | -4.1
CS(=O)(=O)c1ccc(CNC(=O)C2(C(F)(F)F)C/C(=C\Cc3ccccc3)CCCO2)cc1 (centres undefined) | -3.0 | 1.1 | i | 4.3 | 4.5 | -3.4 | -0.2 | 4.9 | 5.6
COc1ccc(CN(C)C(=O)C(Cc2ccccc2)NC(=O)c2ccccc2)c(OC)c1OC (centres undefined) | -5.5 | -1.5 | i | -7.1 | -10.4 | -12.9 | -2.9 | 14.4 | -5.4
COc1ccc(/C=N/n2c(C3CCCCC3)n[nH]c2=S)c(OC)c1 | -5.9 | 0.5 | i | -4.7 | -41.5 | -3.9 | -1.6 | -1.1 | 8.1

Shown as tab-separated lines: entries from further up
compound	CendR NRP1 mod	MsrA act	Neddyl block	MT1-MMP act inh	MLLE-PAM2 inh	E coli Lon inh	Rin1 Abl inh	SKN-1 inh	FAS TE block
Cn1c(=O)c2[nH]c(Cc3cccc(O)c3)nc2n(C)c1=O	0.5	-1.9	i	1.0	-11.4	-2.3	2.0	6.5	-5.8
O=C(CSc1nnc(-c2ccccc2Cl)o1)N1CCCCC1	0.9	0.4	i	6.4	-12.2	-5.8	-3.0	5.6	1.0
OC(COCC1COc2ccccc2O1)CN1CCN(c2ccccn2)CC1 (centres undefined)	6.9&7.5	-2.3&-1.0	i	5.2&0.4	10.2&1.3	4.6&-7.6	-0.9&2.3	26.5&23.7	-5.2&-10.5

(list continues)
SMILES | CendR NRP1 mod | MsrA act | Neddyl block | MT1-MMP act inh | MLLE-PAM2 inh | E coli Lon inh | Rin1 Abl inh | SKN-1 inh | FAS TE block
NC(=O)N/N=C/c1cccc(C(F)(F)F)c1 | 4.5 | -1.7 | i | -2.8 | 9.3 | 0.1 | -3.1 | -0.7 | -1.6
CCOCCSc1n[nH]c(=O)n1CCc1ccccc1 | -2.4 | -4.9 | i | -1.5 | -25.7 | -3.2 | 1.4 | -11.0 | -5.2
COc1ccc2c(c1)CC(C1(O)C(=O)N(C)c3ccccc31)C2=O (centres undefined) | 2.9 | -0.8 | i | 4.1 | 6.5 | -4.1 | 0.9 | 4.1 | -1.9
COc1ccc(S(=O)(=O)Nc2ccc3c(c2)COC3=O)cc1OC | 0.3 | -1.0 | i | -0.3 | -3.6 | -17.4 | 3.2 | -0.6 | -3.7
CC(NC(=O)COC(=O)c1c[nH]c2ccccc12)c1ccccc1 (centres undefined) | -12.0 | -12.5 | i | -8.2 | -10.2 | 2.9 | 3.1 | -12.4 | -5.3
CCOC(=O)C1=C(C)N(CCO)C(=O)NC1c1ccccc1 (centres undefined) | -2.9 | -12.5 | i | 16.3 | 6.1 | -1.0 | -1.6 | -10.3 | -4.5
O=C(c1ccc(Cl)c(Cl)c1)N1CCOCC1 | -0.4 | -0.7 | i | -0.5 | -17.1 | 1.2 | 0.7 | -9.0 | -8.3
Cc1ccc(S(=O)(=O)NCC(=O)OCC(=O)N(C)C2CCCCC2)cc1 | 13.5 | -2.5 | i | -1.1 | -0.7 | 5.7 | -0.4 | 27.8 | -5.7
CCOc1ccc(C(CC(=O)O)NS(=O)(=O)c2ccc(C)cc2)cc1OC (centres undefined) | 2.7 | -2.3 | i | 7.7 | -2.2 | -6.0 | 0.1 | 11.1 | -6.0
C/C(=N/NC(=O)CSCc1ccc(Cl)cc1)c1cccc(NC(=O)c2ccccc2)c1 | -10.5 | -4.0 | i | -1.3 | -5.4 | -8.2 | 1.2 | 5.6 | -8.2
Cc1nc(NCCc2ccc(F)cc2)c2nnn(Cc3ccccc3)c2n1 | 5.1 | -4.3 | i | 2.6 | -7.9 | -9.2 | 0.3 | -18.5 | -1.9
Cc1c(NC(=O)Nc2c(Cl)cccc2Cl)c(=O)n(-c2ccccc2)n1C | 11.9 | -1.0 | i | 2.6 | -7.1 | 4.8 | -2.1 | 25.9 | -2.0
O=C(Nc1ccc(F)cc1)N[C@@H]1CC[C@@H](CCn2cc(-c3ccc(F)cc3)nn2)O[C@@H]1CO | 12.8 | . | i | 5.9 | . | . | . | -6.1 | .
O=C(N/N=C/c1ccc(OCC(=O)N2CCOCC2)cc1)c1ccccc1Cl | 9.2 | -3.6 | i | -1.2 | 8.5 | -6.3 | 0.2 | -4.7 | -6.0
COCCCn1c(C(=O)NC2CCCCC2C)cc2c(=O)n3cccc(C)c3nc21 (centres undefined) | -0.8 | -3.0 | . | 2.7 | -3.2 | -8.6 | -2.3 | 3.7 | 14.6
CC(C)N1CCC(C)(C(=O)Nc2ccc(Cl)c(Cl)c2)C1 (centres undefined) | -5.4 | -0.8 | i | 0.9 | -32.3 | 4.0 | -1.0 | -8.2 | -1.2
O=C(NC1CCCCC1)C(c1ccc(F)cc1)N(CCN1CCOCC1)C(=O)c1ccc(-c2ccccc2)[nH]1 (centres undefined) | -2.1 | -5.7 | i | -3.9 | -3.2 | -8.0 | 1.4 | 8.2 | -3.7
COc1ccc(N2C(=O)C3CCCN3C2c2cccc(OC)c2)cc1 (centres undefined) | -1.1 | 3.3 | i | -1.2 | -6.4 | -6.7 | -2.8 | 5.9 | -1.7
COc1ccc(/C=C/C(=O)O)cc1S(=O)(=O)NCc1cccnc1 | -26.4 | -4.2 | i | -5.3 | 2.2 | -1.9 | 2.9 | -5.0 | -5.9
COc1ccc(Nc2nc(NCCCN3CCOCC3)nc(N)c2[N+](=O)[O-])cc1 | 0.0 | -5.2 | i | -8.5 | 11.5 | 3.7 | -5.3 | 12.0 | -1.1
CC(C)NC(=O)COC(=O)/C=C/c1ccco1 | -1.0 | 2.2 | i | -0.7 | 1.5 | -6.2 | -6.2 | 0.8 | -7.6
COc1ccc(Cc2n[nH]c(=S)n(N)c2=O)cc1 | -0.9 | -1.4 | i | 5.2 | -106.4 | -2.4 | -6.2 | -0.4 | -5.3
CCOC(=O)CC(=O)CSc1nc(-c2ccccc2)cc(-c2ccccc2)c1C#N | 1.3 | -3.6 | i | -6.2 | 1.6 | -2.3 | -3.9 | 11.0 | 29.8
CC(=O)Nc1ccc(C(=O)NCC(c2ccco2)N(C)C)cc1 (centres undefined) | 10.0 | -2.8 | i | -2.3 | -8.8 | -5.0 | 2.5 | 11.0 | -8.0
O=C(CNC(=O)c1ccco1)NCC(=O)OCC(=O)c1ccc(Cl)c([N+](=O)[O-])c1 | 1.0 | -2.0 | i | 3.6 | 2.0 | 12.8 | -8.7 | 18.4 | -1.5
O=C(COC(=O)CCC(=O)c1cccs1)NCc1cccs1 | -11.8 | -5.2 | i | 1.4 | -3.8 | -7.8 | -4.5 | 0.4 | -5.3
COc1ccc(CC(=O)NNC(=S)NC(=O)c2cc(OC)c(OC)c(OC)c2)cc1 | 8.5 | 3.5 | i | 10.1 | 23.6 | -8.4 | -0.1 | -2.3 | -6.0
Cn1nc(C(=O)OCc2ccc(F)cc2)c2ccccc2c1=O | -14.4 | -9.4 | i | 3.7 | 8.9 | 2.1 | 0.5 | -7.0 | 9.4
Cc1cc(C)nc(CCNC(=O)c2cc(COc3ccccc3)on2)n1 | 3.4 | -0.1 | i | -1.8 | -2.5 | 1.7 | -1.4 | -13.1 | -5.5
Cc1cc(S(=O)(=O)Nc2cccc(Cl)c2)c(C)s1 | 3.2 | -2.1 | i | 3.2 | -1.2 | -4.2 | 2.9 | -2.5 | 11.4
O=C(COC(=O)CSc1cccc2cccc(Cl)c12)Nc1ncc(C(F)(F)F)cc1Cl | -11.6 | -0.8 | i | -2.5 | 1.2 | 0.9 | -1.7 | -0.7 | 17.2
CC(=O)N1CCC(N(CCN2CCOCC2)C(=S)Nc2ccc(C)c(C)c2)CC1 | -9.1 | -3.5 | i | -1.1 | -4.8 | -2.9 | 0.8 | -1.8 | -2.5
CC(=O)n1cc([C@H]2C=C(C(=O)N3CCOCC3)O[C@@H](OCCCCO)C2)c2ccccc21 | -1.0 | -8.0 | i | -6.1 | 2.2 | 7.4 | 2.2 | -2.2 | -13.0
COc1ccc(C(=O)NC(=S)Nc2cccc(S(=O)(=O)N3CCOCC3)c2)cc1 | 6.7 | -10.3 | i | -8.8 | 30.1 | 0.8 | 3.2 | -16.1 | 9.8
Cc1ccc2c(c1)C1(OCCCO1)C(=O)N2CC#N | 4.5 | -6.5 | i | -2.0 | 6.9 | 6.1 | 1.1 | -6.5 | -9.3
Cc1ccc(C(=O)Cn2nnc(-c3ccccc3-n3cnnn3)n2)cc1 | 0.7 | -0.8 | i | 4.1 | -14.2 | -9.3 | 2.8 | 2.2 | 3.7
COc1ccc(C(=O)Nc2ccc3c(c2)C(=O)N(C)C3=O)cc1OC | -2.6 | 3.2 | i | -0.6 | -3.2 | -0.6 | -1.2 | 8.5 | -12.3
COc1ccc2nc(NC(=O)Cn3cnc4c(=O)n(C)c(=O)n(C)c43)sc2c1 | -0.8 | -0.1 | i | -1.9 | 12.1 | -1.1 | 4.3 | -0.2 | -5.0
O=C1CCSC2=C1SCc1sccc12 | -4.5 | 4.3 | i | 14.1 | . | -11.0 | . | 0.0 | 0.0
Cc1cc(NC(=O)c2cnn3cccnc23)n(-c2ccccc2)n1 | 1.8 | -0.6 | i | 0.8 | 7.6 | -2.2 | -0.1 | 19.1 | 9.9
C=CCc1cc(/C=N\NC(=O)CSc2nnc(CCCc3ccc(OC)c(C)c3)o2)cc(OC)c1O | -1.5 | -9.2 | i | 7.0 | -130.7 | -2.8 | -0.6 | 11.0 | -3.0
CC(N)c1csc(Nc2ncccn2)n1 (centres undefined) | -4.0 | -3.3 | i | 1.6 | 3.4 | -2.9 | -3.2 | -19.5 | -8.4
C#CCN1C(=O)C(O)(CC(=O)/C=C/c2ccco2)c2ccccc21 (centres undefined) | -15.4 | -2.6 | i | -6.4 | -1.2 | -4.0 | -2.2 | 21.2 | -0.8
COc1cc(C)nc2nc(SCc3ccccc3)nn12 | 3.6 | 1.5 | i | 0.7 | -15.2 | 0.9 | -0.9 | -22.0 | -0.4
CC(CN1c2ccccc2Sc2ccccc21)N(C)C (centres undefined) | 1.4 | -3.9 | i | -3.5 | -4.0 | 6.5 | 1.1 | 0.8 | 1.6
